JMJD2C inh – human JMJD2C demethylase inhibition | GST-JMJD2C(1-420) H3K9me3 demethylation, DELFIA europium | Q9H3R0 | 0.069% of 330,000 active | AID 2099 | inhibition, % at 2.35 µM;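 active = more than half of a compound's replicate wells show inhibition beyond 50%, single wells judged on their own value; inconclusive = some, but no more than half, of replicates pass 50% inhibition; inactive = no replicate passes 50% inhibition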;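 also: signal counts dimethyl H3K9 product captured on neutravidin plate; 0% = median of DMSO wells and 100% = 0.3 times that DMSO median; strong numbers were not always called active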
Target sequence (Q9H3R0 1-420 limits assumed): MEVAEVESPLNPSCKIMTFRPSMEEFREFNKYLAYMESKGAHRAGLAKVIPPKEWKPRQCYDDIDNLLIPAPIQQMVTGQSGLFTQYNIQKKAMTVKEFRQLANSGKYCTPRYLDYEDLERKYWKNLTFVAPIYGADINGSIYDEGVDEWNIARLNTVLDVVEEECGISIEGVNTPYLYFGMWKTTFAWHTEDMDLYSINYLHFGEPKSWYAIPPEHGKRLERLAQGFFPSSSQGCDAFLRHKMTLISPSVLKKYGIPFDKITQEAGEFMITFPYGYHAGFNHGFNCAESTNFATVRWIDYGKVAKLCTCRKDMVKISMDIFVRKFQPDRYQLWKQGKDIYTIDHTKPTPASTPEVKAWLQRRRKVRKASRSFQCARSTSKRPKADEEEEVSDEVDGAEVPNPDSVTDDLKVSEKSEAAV
RPL19A TOR yeast – modulators of TOR pathway RPL19A-GFP in S. cerevisiae; percent response vs DMSO, % at 10 µM; 0.3% of 330,000 active; S. cerevisiae RPL19A-GFP strain, flow cytometry, 3 h; stronger effect = lower value; AID 2025;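 active = percent response vs DMSO below 50%; inconclusive = fewer than 70 events counted for the yeast strain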;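 also: median channel GFP fluorescence of the barcoded RPL19A-GFP strain; ratio of sample median GFP to plate DMSO average so 100% = DMSO; lower means less RPL19A-GFP as with rapamycin TOR inhibition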
AHR activator – activates the human aryl hydrocarbon receptor | P35869 | AHR-responsive luciferase reporter cells, luminescence | activation, % at 5 µM | 2.5% of 320,000 active | AID 2796; in the data active = activation above about 47%;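 also: 0% = vehicle wells and 100% = reference agonist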
LAP4-GFP MLPCN – alters LAP4-GFP fluorescence in TOR pathway yeast screen; S. cerevisiae LAP4-GFP multiplex, flow cytometry GFP, 3 h; median GFP as percent of DMSO wells; GFP response vs DMSO, % at 10 µM; 0.34% of 320,000 active;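 active = GFP response vs DMSO above a set limit, about the screen mean plus 3 SD, cut at about 150% in these data; inconclusive = under 70 cell events counted for the yeast strain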
MEP2-GFP yeast – modulators of TOR pathway MEP2-GFP in S. cerevisiae; S. cerevisiae MEP2-GFP strain, flow cytometry GFP, 3 h; 100% = DMSO control level; 0.51% of 330,000 active; GFP response vs DMSO, % at 10 µM;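 active = GFP response versus DMSO above a set limit, roughly screen mean plus 3 SD, cut at about 180% in these data; inconclusive = fewer than 70 cells counted for a yeast strain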;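 also: median GFP fluorescence of the barcode-gated MEP2-GFP cells per well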
procasp3 activ – activators of human procaspase-3. P42574. recombinant procaspase-3 D3A, Ac-DEVD-pNA absorbance 405 nm. activation, % at 8.5 µM. 0.11% of 330,000 active. AID 463141;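 active = activation above the mean of all tested compounds plus 3 SD, cut at about 21% in these data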;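 also: 0% = DMSO alone and 100% = DMSO wells spiked with extra 5 µM PC-3 D3A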
Target sequence (P42574 whole entry D9A/D28A/D175A): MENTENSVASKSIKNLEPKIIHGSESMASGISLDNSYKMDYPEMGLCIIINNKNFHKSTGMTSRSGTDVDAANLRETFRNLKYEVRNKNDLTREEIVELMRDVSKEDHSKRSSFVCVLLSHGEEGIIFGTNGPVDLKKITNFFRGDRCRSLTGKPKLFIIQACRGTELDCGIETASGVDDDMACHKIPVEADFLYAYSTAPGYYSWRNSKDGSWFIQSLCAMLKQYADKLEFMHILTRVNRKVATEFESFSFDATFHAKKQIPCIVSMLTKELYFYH
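Test system: Procaspase-3 D3A mutant; medium: Zinc-free HEPES/NaCl buffer with 0.01% Triton X-100 at pH 7.4; reagent: DEVD-pNA substrate; doses: one concentration, 8.5 µM nominal, 0.8% DMSO; times: 1 h preincubation plus 2 h reaction at 25 °C; signal: Epi-absorbance at 405 nm of released p-nitroaniline, 0 and 120 min; replicates: singlicate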
CR mimetic SO – caloric restriction mimetics inhibiting age-related superoxide in yeast; S. cerevisiae aged cells, superoxide DHE fluorescence; stronger effect = lower value; superoxide response (% of plate mean), % at 10 µM; 0.18% of 330,000 active; AID 2690;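 active = superoxide response under a set limit, about three screen SD below normal, cut at about 65% in these data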;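 also: yeast aged for seven days with compound at 30 °C before DHE staining; 100% = average MFI of all compound-treated wells on the plate with controls excluded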
proCasp7 act – counter-screen: procaspase-7 (human) activation; P55210; recombinant procaspase-7, Ac-DEVD-pNA absorbance 405 nm; D23A/D198A/D206A triple mutant, cannot self-cleave; scale: DMSO 0, 5 µM enzyme 100; activation, % at 8.5 µM; 0.093% of 330,000 active; AID 463210;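 active = percent activation above the screen-wide mean plus 3 SD, cut at about 25% in these data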
Target sequence (P55210 whole entry D23A/D198A/D206A): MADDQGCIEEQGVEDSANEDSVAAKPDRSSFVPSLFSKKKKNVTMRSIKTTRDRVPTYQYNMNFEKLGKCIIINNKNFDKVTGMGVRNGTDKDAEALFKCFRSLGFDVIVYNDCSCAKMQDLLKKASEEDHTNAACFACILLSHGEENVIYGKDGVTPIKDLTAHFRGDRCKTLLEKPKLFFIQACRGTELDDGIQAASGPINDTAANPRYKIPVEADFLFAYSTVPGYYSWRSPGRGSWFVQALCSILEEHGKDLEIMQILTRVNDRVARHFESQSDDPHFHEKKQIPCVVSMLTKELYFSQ
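Assay system: Uncleavable procaspase-7 mutant enzyme | Input: 2 µM procaspase-7 mutant as dispensed | Timing: 1 h compound preincubation, 2 h substrate cleavage, 25 °C | Repeats: One well per compound | Control set: DMSO wells as 0%, DMSO with 5 µM added PC-7 as 100% | Technique: Epi-absorbance of released pNA at 405 nm, two timepoints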
* hit, by the source's call; ? = inconclusive; . = not tested or not shown; & = joins results of further samples.

SMILES	JMJD2C inh	RPL19A TOR yeast	AHR activator	LAP4-GFP MLPCN	MEP2-GFP yeast	procasp3 activ	CR mimetic SO	proCasp7 act
CCn1c(=Nc2ccc(N3CCOCC3)cc2)ccc2ccccc21	6.3	93.4	9.1	123.1	120.4	-2.4	100.1	0.4
NC(=O)N1CC(O)CC1C(=O)Nc1ccc(Cl)c(Cl)c1 (stereo not given)	0.4	99.1	-1.6	95.7	107.7	2.4	96.3	2.1
CC(/C=C/c1ccc2c(c1)OCO2)=N/NC(=O)CNc1ccc(C)cc1	14.8	100.1	97.3*	105.3	100.3	-6.8	131.7	-2.9
O=C1N2CN(C(c3ccccc3)c3ccccc3)CN=C2SC1(CO)CO	2.4	106.3	3.0	101.6	105.0	-3.7	103.1	5.7
CCCCNC(=O)Nc1nc2ccccc2s1	7.2	88.6	8.7	110.8	92.8	2.2	77.7	-1.2
Cc1cccc(NNC(=O)C(=O)NNc2cccc(C)c2)c1	10.3	97.6	3.8	95.6	95.2	7.8	93.9	1.1
CC(=O)[C@@H]1[C@@H]2C(=O)N(c3ccc(F)c(Cl)c3)C(=O)[C@@H]2C2c3ccccc3C=CN21 (stereo not given in full)	-0.8	100.5	23.0	96.7	106.2	2.6	109.4	9.7
O=C(CN1Cc2ccccc2C1=O)Nc1ccc2c(c1)OCCO2	3.9	92.2	13.0	100.9	89.7	2.1	102.2	-5.6
O=C(O)CSCCn1cccn1	-13.3	115.9	1.7	106.6	110.9	3.1	106.5	-7.3
O=C(COC(=O)/C=C/c1cccc(Cl)c1)NCCc1ccccc1	1.0	110.2	2.5	103.0	114.1	6.0	95.5	1.7
CSc1cccc(-n2ccc(=O)c(C)c2C)c1	-20.6	104.2	0.3	94.0	98.7	11.8	105.4	3.5
Nc1ccc(-c2nnc(-c3ccc(-c4ccccc4)cc3)o2)cc1	11.9	98.2	2.9	105.6	110.4	1.0	103.3	10.8
CCOc1ccc(C(=O)SC2=NCCS2)cc1	-19.8	93.7	-1.6	106.0	92.1	10.1	94.6	-1.5
O=C1OC[C@@H]2CCCN2C(=O)[C@@H](CC(=O)N(CCO)Cc2ccccc2)C/C=C\C[C@@H]1Cc1ccc(F)cc1	-4.4	99.6	-0.4	98.2	93.2	-5.5	99.7	1.5
O=C1NCN(CCO)CN1	-3.7	108.0	1.5	88.4	115.3	0.7	101.7	-3.3
CCCCN(C(=O)CSc1nc(CCC)cc(=O)[nH]1)c1c(N)n(Cc2ccccc2)c(=O)[nH]c1=O	-11.8	103.4	0.5	93.6	97.4	-0.8	90.5	1.6
COc1ccc(N2CCN(C(=O)CCCn3c(=O)[nH]c4ccsc4c3=O)CC2)cc1	-0.1	98.3	1.4	96.7	107.5	0.4	93.7	-1.1
CCOC(=O)CSc1nnc(C2CCCCC2)n1C	102.3	100.4	0.0	93.2	97.5	4.0	108.4	4.5
O=C1c2ccccc2NC(c2ccccn2)N1c1ccccc1F (stereo not given)	15.2	102.5	-1.6	92.7	103.4	5.4	107.7	6.3
C=CCSc1nc2c(cnn2-c2ccc(C)c(C)c2)c(=O)[nH]1	-0.4	96.5	0.1	96.5	99.8	1.3	103.1	7.4
Cc1ccc(C)c(OCC(=O)NNC(=O)c2ccc(NC(=O)C3CC3)cc2)c1	-8.3	119.3	.	75.1	103.8	.	114.5	.
CC(C)(C)n1nnnc1C(c1ccc(C(F)(F)F)cc1)N(Cc1ccccc1)Cc1ccco1 (stereo not given)	5.3	96.8	-2.0	97.9	99.0	-2.4	93.4	13.7
N#CC(C(=O)NC1CC1)c1nc2ccccc2nc1N1CCCC1 (stereo not given)	.	93.5	24.9	99.0	96.2	-2.4	110.3	-6.1
COC(=O)C1=C(C(=O)OC)[C@@H]2N(C)c3ccccc3[C@@]23C[C@@H](CO)N(C(=O)c2cccs2)C3=N1	-5.0	95.3	2.2	93.0	104.1	-3.4	112.6	-2.3
Cc1cccc(C)c1OCC(=O)Nc1nnc(C2CCCO2)s1 (stereo not given)	-7.9	96.2	10.5	87.7	102.6	-6.1	104.9	1.4
Carrying on.
SMILES	JMJD2C inh	RPL19A TOR yeast	AHR activator	LAP4-GFP MLPCN	MEP2-GFP yeast	procasp3 activ	CR mimetic SO	proCasp7 act
CCOC(=O)c1ccc(S(=O)(=O)N2CCN(C)CC2)cc1	-15.8	98.2	0.8	100.7	96.2	4.4	92.5	-4.9
O=C(Nc1ccccc1)OC1CC2CC1C1CCCC21 (stereo not given)	-6.2	99.8	-1.1	119.5	104.4	-6.8	103.0	-1.6
Cc1ccc(NC(=O)CN2CCc3ccccc3C2)cc1S(=O)(=O)N(C)C	-3.1	104.2	-0.1	91.9	94.4	-2.2	105.2	7.1
c1ccc(CSc2nnc(-c3sccc3-n3cccc3)o2)cc1	1.9	97.8	8.6	101.4	95.7	3.5	93.6	-3.5
CC1CCC(NC(=O)c2ccc(S(C)(=O)=O)cc2)CC1 (stereo not given)	-7.1	99.5	1.3	103.5	97.0	0.7	94.6	-1.7
Cc1nc(NC(=O)CCN2C(=O)C3CC=CCC3C2=O)sc1C (stereo not given)	-3.4	106.1	7.3	74.6	96.0	1.2	90.7	-4.2
COc1ccc(N2C(=O)/C(=C\c3ccco3)N=C2SCC(=O)NC(C)C)cc1Cl	-0.8	103.4	6.6	101.8	105.0	-4.5	105.8	-5.4
CC(C)CC(=O)c1c[nH]c(C(=O)NCc2ccccc2)c1	17.8	108.1	5.4	96.5	98.4	11.7	105.9	-7.1
COc1cc(NC(=O)C/C(C)=N/NC(=O)Cc2ccccc2)c(OC)cc1Cl	6.8	99.7	147.3*	102.7	103.4	7.7	93.5	9.5
CC1CCC2(CC1)C(Nc1cccc(Cl)c1)=NC(=S)N2CC#N (stereo not given)	-11.1	98.8	6.6	95.8	97.3	-9.4	93.3	6.0
Cc1ccc(CNC(=O)c2ccc(N3CCC4(CC3)CC(c3cccc(Br)c3)=NO4)c(NC(=O)c3ccccc3)c2)cc1	-2.2	96.8	1.1	96.8	104.7	4.9	104.7	-5.2
CC(=O)Oc1cccc(N2C(=O)C3C4C=CC(C4)C3C2=O)c1 (stereo not given)	-0.2	91.3	0.2	87.8	90.1	7.7	104.2	12.4
COc1ccc(S(=O)(=O)N2CCN(C(=O)CN3C(=O)NC(C)(c4ccc5ccccc5c4)C3=O)CC2)cc1 (stereo not given)	-35.6	83.0	2.3	88.9	93.3	2.4	114.0	1.2
CCOC(=O)N1CCC(=NNC(=O)Cn2ccc(C(F)(F)F)n2)CC1	1.7	104.8	0.0	94.8	108.5	3.1	95.7	7.5
CCCCNC(=S)NNC(=O)CCn1cc(C)cn1	7.8	102.7	-0.6	95.3	102.9	-7.1	110.2	-2.3
Cc1ccc(N2CC(C(=O)Nc3ccc(S(=O)(=O)N4CCCC4)cc3)CC2=O)cc1C (stereo not given)	-1.0	104.4	1.4	92.5	108.6	3.6	103.6	11.5
Cc1ccc(C)c(N2CCN(C(=O)CN(C)S(=O)(=O)c3ccc4c(c3)CCC(=O)N4)CC2)c1	-10.1&0.7	102.2	0.0	95.5	99.8	-0.1	110.3	-7.6
FC(F)(F)c1ccc(NC(=S)NCc2ccccc2)cc1	-11.1	99.6	4.5	104.2	94.0	-0.5	85.9	-5.3
Cc1nn(CC(=O)Nc2ccc3c(c2)oc2ccccc23)c(=O)c2ccccc12	-2.6	110.2	0.3	100.1	102.4	7.5	87.4	8.1
CC1CCCC(NC(=O)CCNC(=O)c2ccc(Cl)cc2)C1C (stereo not given)	-4.8	100.7	6.9	101.5	99.9	-2.7	96.1	5.9
COc1cc(OC)c(-c2nc3cnccc3n2C)cc1OC	2.0	91.4	3.6	89.7	97.2	-1.1	90.1	0.4
Cc1cccc(N2CCN(CC(=O)NCc3ccccc3)CC2)c1C	19.5	99.4	-0.4	101.0	101.3	3.5	98.0	3.4
COc1ccc(CNCCCC(=O)Nc2c(Cl)ccc(C)c2Cl)cc1OC	0.0	104.1	-1.6	98.5	106.2	-1.8	106.0	3.3
COc1ccc(CNc2nc3c(c(=O)n(Cc4ccc(Cl)cc4)c(=O)n3C)n2C)cc1	6.2	98.0	0.2	98.6	105.6	1.3	90.9	-6.8
COCCN(C(=O)C1CC1)c1nnc(-c2cccc(C)c2)s1	-34.4	93.8	16.2	.	107.4	6.3	118.8	-3.7

Record cards (already shown). Order of values: JMJD2C inh, RPL19A TOR yeast, AHR activator, LAP4-GFP MLPCN, MEP2-GFP yeast, procasp3 activ, CR mimetic SO, proCasp7 act
`CCOC(=O)c1ccc(S(=O)(=O)N2CCN(C)CC2)cc1` across the screens: -15.8, 98.2, 0.8, 100.7, 96.2, 4.4, 92.5, -4.9
`FC(F)(F)c1ccc(NC(=S)NCc2ccccc2)cc1` across the screens: -11.1, 99.6, 4.5, 104.2, 94.0, -0.5, 85.9, -5.3
`COCCN(C(=O)C1CC1)c1nnc(-c2cccc(C)c2)s1` across the screens: -34.4, 93.8, 16.2, ., 107.4, 6.3, 118.8, -3.7

Additional structures:
SMILES	JMJD2C inh	RPL19A TOR yeast	AHR activator	LAP4-GFP MLPCN	MEP2-GFP yeast	procasp3 activ	CR mimetic SO	proCasp7 act
COc1ccc(NC(=O)Cc2ccc(C)cc2)cc1S(=O)(=O)N1CCCCC1	5.4	90.1	3.0	99.5	93.1	1.6	112.9	8.8
CCOCCCNC(=O)CN1CCN(Cc2ccc(Cl)cc2)C1=O	2.6	97.6	3.6	105.2	101.6	9.8	99.7	5.7
COc1cc2c(cc1OC)C(C)N(C(=O)c1cc3c(=O)oc4ccc(C)cc4c3s1)CC2 (stereo not given)	-1.7	106.0	0.3	124.6	115.5	6.4	111.0	2.6
O=C(O)Cc1ccc(NS(=O)(=O)c2ccccc2Br)cc1	6.5	101.3	2.7	106.3	111.8	-2.8	103.8	2.5
CC(C)CC(=O)NC(=S)Nc1ccc(CN2CCOCC2)cc1	-2.9	98.1	-1.7	?	85.5	0.0	84.0	-4.5
CCOc1ccc(NC(=S)NC2CC3CCC(C2)N3Cc2ccco2)cc1 (stereo not given)	-3.5	96.5	0.8	89.3	96.0	3.5	105.6	2.0
O=C(CNCc1cccc2ccccc12)Nc1ccccc1[N+](=O)[O-]	-2.7	95.3	12.7	98.2	95.7	12.7	107.3	-8.8
Cc1ccccc1NS(=O)(=O)c1nnc(NC(=O)c2ccccc2F)s1	-8.1	89.3	1.0	107.8	92.4	-2.2	113.5	13.2
CN1CCN(/N=C/c2nc(-c3ccccc3Cl)n3ccccc23)CC1	-6.6	105.2	25.1	109.5	97.9	-0.5	89.2	6.0
COc1cccc(CNS(=O)(=O)c2ccc(S(=O)(=O)NC3CC3)cc2)c1	-29.9	101.4	-0.5	111.0	134.2	8.1	100.2	7.6
O=S(=O)(NCc1ccccc1F)NCc1ccccc1F	6.9	103.2	10.4	100.3	110.4	6.5	93.3	3.0
COc1cccc(NC(=O)CCc2nc(-c3ccccc3F)no2)c1	0.3	99.6	0.9	111.1	106.3	-0.3	93.3	0.7
COc1ccc(NS(=O)(=O)c2ccc(-n3nnc4ccccc43)c([N+](=O)[O-])c2)cc1	-5.5	100.4	-0.8	105.3	106.1	-6.6	123.8	7.6
Cc1cccc(NS(=O)(=O)c2cc(OCC(N)=O)c(C)cc2Cl)c1	10.2	94.8	7.2	82.2	96.3	2.3	103.0	4.5
